ABCB6 inh MLPCN: inhibitors of human ABC transporter ABCB6; Q9NP58; K562-ABCB6 porphyrin accumulation, flow cytometry, 1 h; active compounds read low; fluorescence ratio to DMSO, % at 10 µM; 360,000 tested, 0.19% active; AID 602162;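 active means fluorescence ratio to DMSO below 75%, the collection mean minus 3 SD; inconclusive means too few cells collected in the well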;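 further: signal is porphyrin accumulated inside mitochondria; 100% equals median channel fluorescence of DMSO control wells; lower ratio means ABCB6 inhibition with less porphyrin fluorescence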
MC4R antag cAMP: antagonists of human melanocortin 4 receptor (MC4R). P32245. MC4R-expressing cells, MTII-stimulated cAMP, LANCE TR-FRET. inhibition, % at 6.5 µM. 360,000 tested, 0.48% active. AID 540295;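 active means inhibition above its plate's cutoff, the mean of tested wells on that plate plus 3 SD, cut at about 29% in these data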;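 further: 0% = Melanotan II alone and 100% = Melanotan II plus saturating MCL0020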
Target sequence (P32245 whole entry, looked up): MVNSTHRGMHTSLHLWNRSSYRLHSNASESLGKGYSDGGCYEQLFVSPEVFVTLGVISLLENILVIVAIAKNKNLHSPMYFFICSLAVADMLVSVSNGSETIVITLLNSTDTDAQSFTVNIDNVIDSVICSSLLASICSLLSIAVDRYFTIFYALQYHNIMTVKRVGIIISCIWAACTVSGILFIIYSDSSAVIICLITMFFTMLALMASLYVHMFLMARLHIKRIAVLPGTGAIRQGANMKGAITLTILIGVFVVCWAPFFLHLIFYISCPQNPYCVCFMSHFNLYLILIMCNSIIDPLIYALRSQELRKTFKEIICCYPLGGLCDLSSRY
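System: U2OS cells stably expressing human melanocortin 4 receptor (MC4R). Reagent: Melanotan II challenge after compound preincubation. Doses: 6.5 µM. Times: 30-min compound, 1-h challenge, 1-h detection, room temperature. Measured by: TR-FRET with Eu-cAMP and labeled anti-cAMP, 671 nm. Replicates: singlicate.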
H9c2 protect: modulators protecting cardiomyocytes from myocardial damage. AID 588492. H9c2 cardiomyocytes, H2O2 injury protection, ATPLite, 2 h. 360,000 tested, 0.63% active. protection from H2O2 cell death, % at 20 µM;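 active means compounds giving at least 50% protection of heart cells from peroxide-induced death in the single-dose screen, raw or plate-pattern-corrected value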;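 further: 0% = DMSO wells with peroxide and 100% = DMSO wells without peroxide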
Exocytosis inh: lytic granule exocytosis inhibition | TALL-104 LAMP-1 surface exposure, flow cytometry; cells stimulated with thapsigargin and PMA | AID 651702 | inhibition, % at 10 µM | 360,000 tested, 0.66% active;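 active means inhibition above about 55%, limit read from the data; inconclusive means no clear call, values can overlap the other calls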
HTR2A ag: mouse HTR2A agonism via beta-arrestin recruitment; P35363; CHO-K1 mHTR2A beta-arrestin complementation, luminescence; percent of 30 µM serotonin response; activation, % at 7.6 µM; 360,000 tested, 0.66% active; AID 624169;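 active means activation above a run cutoff, the mean activation of all tested compounds plus 3 SD, cut at about 14% in these data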;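 further: 0% = plate median of compound wells and 100% = 30 µM serotonin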
Target sequence (P35363 whole entry, looked up): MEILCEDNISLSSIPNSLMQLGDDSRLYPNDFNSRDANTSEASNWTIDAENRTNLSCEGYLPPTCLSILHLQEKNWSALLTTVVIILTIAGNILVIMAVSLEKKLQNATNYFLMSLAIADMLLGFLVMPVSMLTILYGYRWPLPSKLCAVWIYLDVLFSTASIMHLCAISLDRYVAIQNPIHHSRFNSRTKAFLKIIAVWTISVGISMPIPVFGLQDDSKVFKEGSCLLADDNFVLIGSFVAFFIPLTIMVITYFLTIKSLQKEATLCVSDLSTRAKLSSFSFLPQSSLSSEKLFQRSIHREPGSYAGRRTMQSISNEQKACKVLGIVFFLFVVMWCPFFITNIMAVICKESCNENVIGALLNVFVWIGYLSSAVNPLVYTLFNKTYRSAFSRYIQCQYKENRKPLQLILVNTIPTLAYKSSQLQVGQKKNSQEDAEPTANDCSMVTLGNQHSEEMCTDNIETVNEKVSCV
N-glyco inh: N-linked glycosylation inhibition; AID 588692; D54 ERlucT glycosylation luciferase reporter, 24 h; percent of 100 nM tunicamycin response; reporter increase, % at 12.5 µM; 360,000 tested, 0.23% active;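 active means mean luciferase reporter signal, scaled so untreated is 0 and the glycosylation-blocking control 100, at or above a set limit in every replicate; inconclusive means mean reaches the limit but not every replicate does; inactive means mean below the limit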;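 further: luciferase carries N-glycosylation sites so blocking glycosylation raises the light; 0% = median of neutral control wells and 100% = median of 100 nM tunicamycin wells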
iPSC survival up: increases survival of single human iPS cells; hiPSC single-cell survival, ATPlite luminescence; 100% = ROCK inhibitor wells, 0% = DMSO; survival enhancement, % at 20 µM; 360,000 tested, 0.044% active; in the data active means survival enhancement above about 18%;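 further: cells exposed to compounds for 16 hours before the ATP read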
ABHD5-PLIN5 inh: blocks binding of human ABHD5 to perilipin-5. Q00G26+Q8WTS1. Split G. princeps luciferase complementation, luminescence, 4 h. inhibition, % at 4 µM. 360,000 tested, 0.78% active. AID 602281;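 active means inhibition above the mean inhibition across every tested compound plus 3 SD, cut at about 22% in these data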;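 further: 0% = DMSO only wells and the 100% control is not disclosed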
aDG glyco act: increases alpha dystroglycan glycosylation. Pro5-aDG cells, alpha-DG glycosylation AlphaScreen (IIH6); 0% Pro5, 100% B10-LARGE cell signal. 360,000 tested, 0.22% active. activation, % at 10 µM;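 active means activation of at least 8% versus controls, or a plate z-score of at least 8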;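 further: Pro5 are CHO cells carrying HIG-tagged alpha-DG that lacks glycosylation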
MC4R ag barr: activates human MC4R beta-arrestin recruitment; 360,000 tested, 0.98% active; P32245; U2OS MC4R beta-arrestin complementation, luminescence; percent of melanotan II response, DMSO zero; activation, % at 8.9 µM; AID 540308;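 active means activation above a per-plate cutoff, the mean activation of sample wells on that plate plus 3 SD, cut at about 8% in these data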
Starred values were filed as active, the others as inactive; ? = inconclusive.

SMILES | ABCB6 inh MLPCN | MC4R antag cAMP | H9c2 protect | Exocytosis inh | HTR2A ag | N-glyco inh | iPSC survival up | ABHD5-PLIN5 inh | aDG glyco act | MC4R ag barr
Cc1ccc(-c2csc3ncnc(-n4cnc5ccccc54)c23)cc1 | 101 | -6 | -2 | 1 | 0 | 10 | 0.2 | 5 | 0.2 | 1.3
c1ccc(Cn2cc(-c3cccnc3)cn2)cc1 | 98 | -3 | -1 | -4 | 3 | 6 | -1.9 | 5 | 0.6 | -0.7
CN(CC(=O)O/N=C(\N)c1ccccn1)S(=O)(=O)c1ccc(Br)cc1 | 93 | 25 | 2 | -2 | 0 | -2 | -0.1 | 6 | -0.1 | -0.4
CC(CCc1ccccc1)NC(=O)CCNC(=O)Cn1ccc2ccccc2c1=O (stereo not drawn) | 96 | 4 | 2 | 6 | -2 | -1 | 1.9 | -8 | -0.1 | 2.1
COc1ccc(NC(=O)c2cc(-c3ccc(C)cc3)on2)cc1OC | 98 | 4 | -3 | 1 | 8 | 0 | 0.6 | 10 | 0.0 | -0.3
COc1ccc(S(=O)(=O)N2CCCCCC2)cc1C(=O)N(C)Cc1cccs1 | 94 | 3 | -3 | -1 | -2 | -2 | 0.1 | 3 | -0.1 | -0.5
CC(=O)c1ccccc1OCC(O)Cn1ccnc1 (stereo not drawn) | 98 | 2 | 5 | -9 | 21* | 1 | -0.4 | 3 | 0.4 | 0.5
CCc1nc2ccccc2c(C(=O)OCC(=O)Nc2cccc(S(=O)(=O)NC3=NCCCCC3)c2)c1C | 91 | 10 | -4 | 2 | -1 | 0 | -0.6 | 3 | 0.1 | -2.1
COC(=O)C[C@@H]1C[C@@H]2c3cc(NC(=O)NC4CCCCC4)ccc3O[C@@H]2[C@H](CO)O1 | 104 | 13 | -6 | 0 | 2 | 1 | 5.6 | -8 | 0.1 | -0.3
C#CCOCCOCCOCCNc1nc(N2CCN(C(=O)[C@H](CCCN=C(N)N)n3cc(C(N)[C@@H](C)CC)nn3)CC2)nc(N2CCN(C(=O)[C@H](CC(N)=O)n3cc([C@@H](N)C(C)C)nn3)CC2)n1 (stereo partly drawn) | 92 | 0 | -5 | -4 | 0 | 3 | -2.7 | -6 | 0.0 | -1.4
CCOC(=O)CCCNC(=O)CN1C(=O)NC(c2ccccc2)(c2ccccc2)C1=O | 101 | 5 | 5 | -10 | -2 | 2 | -0.8 | -4 | 0.1 | 2.0
CCCOc1ccc(C(=O)NCC2OCCc3ccccc32)cc1OC (stereo not drawn) | 98 | 0 | 9 | 3 | -2 | 2 | 2.6 | -1 | 0.2 | -0.2
[N-]=[N+]=N[C@@H](CCN1CC[C@H](O)CCC1=O)c1ccccc1 | 96 | 5 | 2 | 1 | 4 | -1 | 13 | -1 | 0.1 | 0.2
O=C(NCCS(=O)(=O)NC1CCCCC1)c1ccccc1 | 92 | 4 | -4 | 0 | 0 | 0 | -0.4 | -2 | 0.1 | -5.0
COc1ccc(/C=N\NC(=O)c2cc(OCC(F)(F)F)ccc2OCC(F)(F)F)cc1 | 88 | -1 | -11 | -3 | 3 | 3 | -2.7 | -18 | -0.3 | 11*
O=C(C1=C[C@H](c2ccc(C(F)(F)F)cc2)C[C@H](OCCCCO)O1)N1CCOCC1 | 101 | 8 | -8 | 14 | 5 | 1 | -1.6 | 2 | 0.1 | -0.9
COc1ccc(Cn2c(C)c(C)c(C#N)c2NC(=O)Nc2cccc(C)c2)cc1 | 105 | -8 | 9 | -2 | 1 | -2 | -4.0 | -14 | 0.5 | 0.7
CCOC(=O)Cc1csc(SCC(=O)N(CC(C)C)c2c(N)n(Cc3ccccc3)c(=O)[nH]c2=O)n1 | 99 | 0 | 1 | -1 | 1 | 3 | -0.5 | 0 | 0.3 | -0.8
CCOc1ccccc1NC(=O)CCNC(=O)C1CCN(S(=O)(=O)c2ccccc2)CC1 | 98 | 15 | -4 | 1 | -1 | 1 | -2.2 | 5 | -0.1 | 1.8
O=C(CSc1ncnc2c(-c3ccc(Cl)cc3)nsc12)c1ccccc1 | 98 | 26 | -13 | 4 | 3 | 0 | 0.6 | -2 | -0.1 | 0.5
O=C(NCc1ccccn1)c1ccc(NS(=O)(=O)c2cccc([N+](=O)[O-])c2)cc1 | 113 | 1 | 2 | -2 | -3 | -1 | -0.5 | 0 | -0.1 | -1.5
Cc1cc(SCc2ccccc2C)nc(=O)[nH]1 | 97 | 0 | 2 | -1 | 13 | 3 | -0.6 | 1 | -0.2 | 2.0
CC1CC(=O)c2c(cc3c(-c4c(O)cc(O)c5c(O)c6c(cc45)OC(C)CC6=O)c(O)cc(O)c3c2O)O1 (stereo not drawn) | 134 | 65* | -17 | 8 | -9 | -1 | -2.8 | 10 | 0.9 | -1.8
CCOC(=O)C(C)Oc1cccc2c(=O)n(CC(=O)NCc3ccccc3)ccc12 (stereo not drawn) | 103 | -25 | 6 | 2 | 1 | 15 | -0.3 | 2 | -0.2 | -1.9
O=C(CN1C(=O)C2C3C=CC(C3)C2C1=O)Nc1ccc2c(c1)OCCO2 (stereo not drawn) | 90 | 2 | 2 | 1 | -2 | 1 | -0.8 | 2 | -0.2 | -2.8
Cc1cccc2c(C(=O)Nc3ccc(Br)cc3)cc(-c3ccccn3)nc12 | 107 | -2 | -10 | -3 | 6 | 0 | 0.6 | 10 | -0.4 | 1.6
CCOC(=O)c1nnc(-c2ccccc2)nc1Oc1ccc(Cl)cc1 | 96 | 12 | -29 | 20 | -1 | 2 | -1.3 | -4 | -0.4 | 0.3
Cc1ccc([C@H]2C[C@@H](n3cc(-c4ccc(F)cc4)nn3)[C@H](O)CN2Cc2cccs2)cc1 | 93 | 2 | 6 | 4 | -1 | 0 | 0.1 | -9 | -0.3 | 1.0
COc1ccc(NC(=O)CN(c2ccccc2)S(=O)(=O)N(C)C)cc1OC | 100 | 0 | 2 | -1 | -3 | 0 | 1.4 | 1 | 0.0 | 0.5
CCCOC(=O)c1ccc(NC(=O)c2cc(Cl)ccc2OC)cc1 | 102 | 2 | -3 | ? | 4 | 1 | 0.6 | -1 | 0.4 | -1.3
CC(C)c1ccc2[nH]c(O)c(N=NC(=O)c3cccc(S(=O)(=O)N4CCCCC4)c3)c2c1 | 96 | 9 | 4 | -6 | 4 | -4 | -1.8 | 5 | 2.5 | 3.5
CCC(C)(C)C1CCc2[nH]nc(C(=O)N/N=C(\C)c3ccco3)c2C1 (stereo not drawn) | 95 | 23 | -9 | 2 | -2 | -12 | -0.7 | -7 | 0.0 | 4.9
CCC(=O)Nc1ccc(C(=O)Nc2cccnc2)cc1 | 93 | -3 | -1 | 12 | 4 | 0 | -0.6 | -1 | -0.2 | -2.0
O=C(O)CCC(=O)Nc1ccc(Cc2ccc(NC(=O)CCC(=O)O)cc2)cc1 | 103 | 9 | -2 | 1 | 9 | 1 | -3.0 | 3 | -0.1 | -0.5
CCOc1cc2[nH]c(=S)n(Cc3ccc(C(=O)O)cc3)c(=O)c2cc1OCC | 98 | 7 | -3 | 0 | 12 | 1 | -0.5 | -2 | 0.1 | -1.0
CCn1c(=NC(=O)C2COc3ccccc3O2)sc2c(OC)ccc(OC)c21 (stereo not drawn) | 92 | 0 | -8 | 44 | 2 | 2 | 1.8 | -6 | 0.1 | -1.5
COc1ccc(CCNC(=O)CCC(=O)NC2CCCC(C)C2C)cc1OC (stereo not drawn) | 96 | -3 | 1 | -5 | -1 | 2 | 0.0 | -1 | -0.1 | 0.1
O=C(Nc1cccc(N2CCCC2)c1)c1cccs1 | 110 | 6 | 4 | 4 | 1 | 0 | 1.2 | 3 | 2.3 | -1.4
CCN(CC(=O)Nc1c(F)cccc1F)C(=O)c1ccc(-c2ccccc2)cc1 | 103 | 3 | -2 | -2 | -8 | -2 | -0.3 | 5 | 0.1 | -5.1
CCn1cc(C(=O)NC2CCCCC2)c(=O)c2cc(S(=O)(=O)N(C)C)ccc21 | 98 | 14 | 2 | -4 | 5 | 2 | -3.3 | -2 | -0.2 | 1.1

3 of the entries above in order of the ABCB6 inh MLPCN value, rising:
| compound | ABCB6 inh MLPCN |
| --- | --- |
| CN(CC(=O)O/N=C(\N)c1ccccn1)S(=O)(=O)c1ccc(Br)cc1 | 93 |
| COc1ccc(NC(=O)c2cc(-c3ccc(C)cc3)on2)cc1OC | 98 |
| CC1CC(=O)c2c(cc3c(-c4c(O)cc(O)c5c(O)c6c(cc45)OC(C)CC6=O)c(O)cc(O)c3c2O)O1 (stereo not drawn) | 134 |

Carrying on:
SMILES | ABCB6 inh MLPCN | MC4R antag cAMP | H9c2 protect | Exocytosis inh | HTR2A ag | N-glyco inh | iPSC survival up | ABHD5-PLIN5 inh | aDG glyco act | MC4R ag barr
O=C(/C=C/Nc1ccc(S(=O)(=O)Nc2ncccn2)cc1)c1ccc2ccccc2c1 | 99 | 2 | -6 | 12 | -5 | 3 | -0.6 | -6 | 0.0 | -0.8
COc1ccccc1OCCSc1nc2ccccc2n1CCC(=O)O | 98 | 9 | -3 | -6 | -1 | 2 | -0.5 | 4 | 0.0 | 0.6
CCCN(CCC)C(=O)Cn1ccc(=N)c2ccccc21 | 103 | -1 | 0 | -2 | 3 | 0 | -0.1 | 3 | -0.1 | 2.0
Cc1cc(C)n(-c2nc(NC(C)C)nc(NC(C)C)n2)n1 | 90 | -4 | 2 | -1 | -2 | -1 | 1.9 | -2 | 2.0 | -1.3
Cc1cc(N(CN2CCCC2=O)C(=O)c2ccc(F)cc2)no1 | 94 | 6 | 1 | 0 | -2 | 3 | -1.1 | 2 | -0.2 | -1.6
CC1CCN(S(=O)(=O)c2ccc(NC(=O)c3ccco3)cc2)CC1 | 96 | 13 | -6 | 6 | 7 | 1 | -0.5 | -9 | 0.0 | -0.6
Cc1ccccc1OCC(=O)NCC(=O)OCc1ccc(Br)cc1 | 93 | 0 | -5 | -14 | 1 | 2 | -0.1 | -3 | -0.2 | 2.3
CCc1cc(CN2CCOCC2)c(NC(=O)c2ccccc2)s1 | 102 | 0 | 1 | -2 | 2 | 0 | -0.5 | 6 | 0.3 | -1.1
COc1ccc(/C=N/NC(=O)c2ccncc2)cc1CN1CCN(c2ccc(F)cc2)CC1 | 99 | -3 | 22 | 2 | 2 | 3 | -0.1 | 6 | 0.9 | -2.9
COc1ccc(C(=O)Nc2ccccc2N2CCOCC2)cc1[N+](=O)[O-] | 80 | 4 | 4 | -4 | 0 | 3 | 4.1 | -2 | 0.0 | 0.2
CCc1ccccc1NC(=O)CCCN1C(=O)c2cccnc2C1=O | 98 | 3 | 2 | -11 | 5 | 1 | 0.4 | 5 | 0.0 | -0.4
COc1ccc(OC)c(NS(=O)(=O)c2ccc3c(c2)n(C)c(=O)n3C)c1 | 93 | 9 | 4 | 3 | 2 | 6 | 0.5 | 2 | -0.4 | -1.8
CCN1C(=O)c2cccc3c(S(=O)(=O)Nc4ncccc4C)ccc1c23 | 105 | 0 | 4 | -1 | -1 | 12 | 0.3 | -9 | -0.1 | 3.3

Compound activity deposited in PubChem by several laboratories.
